Screening results deposited in PubChem BioAssay by The Scripps Research Institute Molecular Screening Center.
CHRM1 agonist – human M1 muscarinic receptor agonism | 0.33% of 360,000 active | P11229 | activation, % at 3 µM | AID 588814 | CHO-K1 hM1, Fluo-8 calcium fluorescence, agonist mode; 0% DMSO, 100% acetylcholine EC100;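 active means activation above the run's mean compound activation plus 3 SD, cut at about 16% in these data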;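 further: peak over basal fluorescence ratio within a 140 s kinetic read after compound addition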
M4 ag – CHRM4 agonism in calcium assay | P08173 | CHO-K1 hM4/Gqi5, Fluo-8 calcium fluorescence; vehicle 0%, full acetylcholine response 100% | activation, % at 3 µM | 0.14% of 360,000 active | AID 624127;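 active means activation above the run mean over all test wells plus 3 SD, cut at about 32% in these data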;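 further: peak over basal fluorescence ratio per well then scaled between controls; 0% = DMSO wells and 100% = acetylcholine at EC100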
CHRM5 antagonist – antagonists of human muscarinic M5 receptor (CHRM5); CHO-hM5 cells, Fluo-8 calcium fluorescence, ACh EC80; inhibition, % at 3 µM; 0.59% of 360,000 active;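 active means inhibition above a per-plate cutoff, the mean of that plate's test compounds plus 3 SD, cut at about 27% in these data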;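 further: 0% = acetylcholine EC80 with DMSO and 100% = DMSO without agonist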
Target sequence (P08912 whole entry, looked up): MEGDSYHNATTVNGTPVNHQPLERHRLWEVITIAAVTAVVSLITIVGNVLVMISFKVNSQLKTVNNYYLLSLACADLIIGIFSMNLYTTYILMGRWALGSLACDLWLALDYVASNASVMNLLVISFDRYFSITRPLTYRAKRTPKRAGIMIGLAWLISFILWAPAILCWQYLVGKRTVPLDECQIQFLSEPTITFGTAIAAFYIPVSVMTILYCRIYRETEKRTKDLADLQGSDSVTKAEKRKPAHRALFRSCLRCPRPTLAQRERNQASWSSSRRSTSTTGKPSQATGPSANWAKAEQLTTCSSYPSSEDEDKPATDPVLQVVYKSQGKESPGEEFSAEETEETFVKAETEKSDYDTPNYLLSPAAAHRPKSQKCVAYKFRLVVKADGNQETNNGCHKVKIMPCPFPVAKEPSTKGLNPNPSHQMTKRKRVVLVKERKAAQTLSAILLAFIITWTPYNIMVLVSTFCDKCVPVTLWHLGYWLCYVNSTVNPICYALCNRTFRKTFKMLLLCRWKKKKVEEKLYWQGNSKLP
CHRM5 PAM – CHRM5 positive allosteric modulation; P08912; CHO-K1 hM5, Fluo-8 calcium, ACh EC20 PAM; 0% = ACh EC20, 100% = ACh EC100; 0.3% of 360,000 active; activation, % at 3 µM; AID 624038;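 active means activation above the run cutoff, the mean activation of all test compounds plus 3 SD, cut at about 18% in these data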
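Assay system – human M5 receptor in CHO-K1 cells · Read-out – % activation, ACh-normalized · Technique – Fluo-8 calcium fluorescence · Dosing – single-point, 3 µM nominal · Incubation – Fluo-8 loading 80 min at 37 °C plus 30 min room temperature · Repeats – singlicate, one well per test compound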
TAAR1 agonist – human TAAR1 agonism; activation, % at 3 µM; Q96RJ0; CHO RD-HGA16 TAAR1, Fluo-8 calcium fluorescence; vehicle wells 0%, saturating PEA agonist 100%; 0.99% of 360,000 active; AID 624467;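 active means activation above the mean activation of all test compounds in the run plus 3 SD, cut at about 38% in these data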
Target sequence (Q96RJ0 whole entry, looked up): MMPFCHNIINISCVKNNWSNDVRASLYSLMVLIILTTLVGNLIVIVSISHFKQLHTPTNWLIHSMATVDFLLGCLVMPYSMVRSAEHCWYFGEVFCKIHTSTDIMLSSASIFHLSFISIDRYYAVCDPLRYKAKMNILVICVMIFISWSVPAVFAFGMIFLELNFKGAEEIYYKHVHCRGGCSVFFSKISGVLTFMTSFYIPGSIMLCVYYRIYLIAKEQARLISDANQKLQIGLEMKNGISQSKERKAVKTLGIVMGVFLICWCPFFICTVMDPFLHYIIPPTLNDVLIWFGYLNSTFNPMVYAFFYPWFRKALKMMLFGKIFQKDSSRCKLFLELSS
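Assay system: CHO-derived RD-HGA16 cells with stable Gα16 and human TAAR1; timing: 17-24 h seeding, 75 min 37 °C dye, 30 min RT; read-out: % activation from peak over basal fluorescence ratio, DMSO-to-PEA scaled; measured by: kinetic Fluo-8 calcium fluorescence; benchmarks: low control DMSO, high control PEA (EC100); doses: 3 µM single concentration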
CHRM4 antagonist – CHRM4 antagonism in calcium assay. AID 624125. inhibition, % at 3 µM. CHO-hM4 cells, ACh EC80, Fluo-8 calcium fluorescence. 0.73% of 360,000 active;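 active means inhibition above its plate's cutoff, the mean inhibition of sample wells plus 3 SD, cut at about 27% in these data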;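 further: 0% = acetylcholine EC80 with DMSO and 100% = DMSO without agonist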
CHRM1 PAM – potentiates human M1 receptor response to acetylcholine | P11229 | CHO-K1 hM1, Fluo-8 calcium fluorescence, ACh EC20; 0% = ACh EC20, 100% = maximal ACh | activation, % at 3 µM | 0.088% of 360,000 active | AID 588819; in the data active means activation above about 19%, passing the limit was not always enough
M5 ag – agonists of human muscarinic M5 receptor (CHRM5). P08912. CHO-K1 hM5 cells, Fluo-8 calcium fluorescence; 0% DMSO wells, 100% maximal acetylcholine response. activation, % at 3 µM. 0.19% of 360,000 active. AID 624037;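 active means activation above the run's mean over test compounds plus 3 SD, cut at about 23% in these data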;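 further: signal is peak over basal fluorescence ratio across the kinetic read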
M1 antag – antagonists of human M1 muscarinic receptor; CHO-K1 hM1, Fluo-8 calcium fluorescence, ACh EC80 antagonist; inhibition, % at 3 µM; 1.3% of 360,000 active;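 active means percent inhibition above its own plate's cutoff, namely the mean of that plate's compound wells plus 3 SD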;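 further: peak over basal fluorescence ratio during 140 s after agonist addition; 0% = ACh EC80 plus DMSO and 100% = DMSO alone without agonist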
* = called active by the depositor; . = no result given. Some of the compounds tested; the hit share may differ from the screen's.

Sequence of screens: CHRM1 agonist	M4 ag	CHRM5 antagonist	CHRM5 PAM	TAAR1 agonist	CHRM4 antagonist	CHRM1 PAM	M5 ag	M1 antag
O=S(=O)(c1ccc(-c2csc(Nc3ccc(F)cc3)n2)cc1)N1CCCC1
  -5.6	3.7	9.4	-8.4	3.0	2.9	-4.5	-0.7	8.1
CCN(c1ccc(OCC(=O)OCC(=O)c2c(N)n(C)c(=O)n(C)c2=O)cc1)S(=O)(=O)c1ccccc1
  -2.9	20.2	8.9	-17.5	2.7	-4.0	-3.2	-1.4	8.2
COCCn1c(C)cc(C(=O)COC(=O)C23CC4CC(CC(O)(C4)C2)C3)c1C
  -4.4	1.9	-2.6	1.4	5.7	-13.3	1.5	-0.9	0.1
CC1(C)Oc2ccc3ccc(=O)oc3c2[C@@H](O)[C@H]1O
  -2.7	2.0	7.1	-2.4	4.3	-5.6	6.7	5.1	-14.3
CCOc1ccc2nc(SCC(=O)Nc3ccc4[nH]c(=O)[nH]c4c3)[nH]c2c1
  -2.6	0.0	8.3	0.7	1.3	-5.0	10.2	1.9	-9.9
O=c1[nH]c(N2CCCCC2)nc2ncn(Cc3ccccc3)c12
  -2.2	1.1	7.2	1.1	2.0	11.3	2.5	0.2	-2.4
CSc1nc(-c2ccccc2)nn1S(=O)(=O)c1ccc(Cl)cc1
  -4.3	1.0	3.5	-2.3	7.1	-6.0	5.5	4.4	-2.2
CCC(C)NC(=O)Cn1c(=O)n(CCCC(=O)NCc2ccccc2Cl)c(=O)c2ccccc21 (stereo unspecified)
  -0.6	0.0	3.1	-2.5	8.7	-5.2	8.9	-6.4	-15.0
NC(=O)C1(NC(=O)[C@@H]2CC3(CC(c4cccc(NC(=O)[C@@H]5CCC(=O)N5)c4)=NO3)CN2C(=O)Cc2ccc(Cl)cc2)CC1 (stereo partly specified)
  -10.2	0.8	11.3	3.1	7.8	-15.2	5.4	1.3	0.9
CC(C)Cc1ccc(-c2cc3nc(NCCc4ccc(S(N)(=O)=O)cc4)ccn3n2)cc1
  3.6	8.5	16.6	-6.5	23.1	23.9	1.1	5.0	8.4
CCOc1cccc(C(c2c(C)n(C)n(-c3ccccc3)c2=O)c2c(C)n(C)n(-c3ccccc3)c2=O)c1OC
  -3.7	21.3	6.9	-9.1	0.4	9.5	-4.7	3.9	8.0
O/C=c1\ccc2cccc3nc(C(F)(F)F)nc1c23
  8.8	8.4	4.3	-10.6	36.2	-9.5	1.2	5.7	-2.3
O=C(NCCCN1CCCC1=O)c1c(O)nc2ccccn2c1=O
  -2.9	0.5	5.3	1.3	1.9	3.2	5.2	-4.3	-8.0
C[C@@H]1CN([C@@H](C)CO)C(=O)CCCn2nncc2CO[C@@H]1CN(C)C(=O)c1ccc2ccn(C)c2c1
  -7.6	0.7	-8.4	6.4	1.9	3.0	5.9	0.1	-11.4
CNC(=O)CSc1nc2nc(C)cc(C)n2n1
  -3.4	0.9	-1.1	2.3	4.0	1.1	1.0	0.1	0.9
CCCCNC(=O)C1(C)CCCCN1C(=O)c1sccc1C (stereo unspecified)
  -2.4	0.5	0.4	-1.4	1.4	-2.6	10.2	0.2	-18.6
Cn1c(Nc2ccc(F)cc2)nc2ccccc21
  -3.0	3.4	8.5	-6.8	5.1	-5.0	8.7	-0.5	-14.6
Cc1ccc(/C=N/N=C/c2ccc(C)cc2)cc1
  -4.1	1.2	11.6	-1.2	1.7	0.9	1.7	-3.2	-3.8
S=c1[nH]nc(COc2ccc3c(c2)OCO3)n1-c1ccccc1
  -2.2	0.7	-3.2	6.9	3.2	-0.9	6.2	-1.2	-9.1
CCN(CC)S(=O)(=O)c1ccc(N2CCOCC2)c(NC(=O)Cc2ccc(Cl)cc2)c1
  -9.1	3.2	-3.5	1.9	2.5	-14.4	6.2	0.3	-10.1
O=C(c1ccc(S(=O)(=O)c2cccc(Cl)c2)c([N+](=O)[O-])c1)N1CCN(Cc2ccccc2)CC1
  -4.3	15.2	21.4	-15.7	4.8	11.9	-12.6	-1.1	20.3
CC(=O)Nc1ccc(S(=O)(=O)N(C)CC(=O)OCC(=O)c2ccc[nH]2)cc1
  -0.2	0.1	17.7	-8.7	-1.1	2.8	2.9	1.1	-3.6
C[C@H](CO)N1C[C@H](C)[C@H](CN(C)C(=O)c2ccncc2)OCc2cnnn2CCCC1=O
  -2.4	1.4	0.2	-1.5	0.5	4.5	1.4	0.9	-5.0
C=CCn1c(Cc2nc3ccc(Cl)cc3[nH]2)n[nH]c1=S
  -1.1	1.0	1.4	5.0	7.7	12.3	5.2	0.7	1.8
Cc1cc(C)c(NC(N)=S)c(C)c1
  -2.6	1.1	-2.6	-4.7	5.7	-3.8	6.6	-3.6	-7.0
COC(=O)c1ccc(CN2CCC(Oc3cccc(C(=O)N4CCCC4)c3)CC2)cc1
  -0.6	3.8	80.4*	-16.1	6.1	94.9*	-20.9	-6.8	94.4*
COC(=O)c1c(-c2ccc(OC)c(OC)c2)csc1N
  -2.5	3.7	-4.3	43.7*	12.8	-18.1	2.3	-3.4	-0.1
CCOC(=O)/C(C#N)=C/c1c(Oc2cc(C)cc(C)c2)nc2ccccn2c1=O
  -6.5	-0.1	-2.4	-0.1	4.7	3.3	7.1	-0.3	-3.5
O=C(CN1CCCC1)Nc1ccc2c(c1)CCC2
  -7.4	1.1	9.4	2.8	4.9	-1.0	7.0	-5.4	-8.8
O=C(COc1ccc2cc(Br)ccc2c1)N1CCCC1
  -3.1	1.6	-1.5	-0.3	1.8	-1.2	5.0	-3.7	-5.5

Whole records as entered above. Screens in order: CHRM1 agonist, M4 ag, CHRM5 antagonist, CHRM5 PAM, TAAR1 agonist, CHRM4 antagonist, CHRM1 PAM, M5 ag, M1 antag
C[C@H](CO)N1C[C@H](C)[C@H](CN(C)C(=O)c2ccncc2)OCc2cnnn2CCCC1=O reads -2.4, 1.4, 0.2, -1.5, 0.5, 4.5, 1.4, 0.9, -5.0
O/C=c1\ccc2cccc3nc(C(F)(F)F)nc1c23 reads 8.8, 8.4, 4.3, -10.6, 36.2, -9.5, 1.2, 5.7, -2.3

Other entries:
Sequence of screens: CHRM1 agonist	M4 ag	CHRM5 antagonist	CHRM5 PAM	TAAR1 agonist	CHRM4 antagonist	CHRM1 PAM	M5 ag	M1 antag
COc1cccc(-c2nc3nc(C)cc(C)n3c2NC2CCCCC2)c1
  .	-0.8	7.7	-0.1	1.5	3.0	.	-0.4	.
COc1cc2c(cc1NC(=S)Nc1ccccc1C)oc1ccccc12
  -4.8	2.2	-13.2	9.3	2.1	-11.9	25.1*	-7.2	-15.4
O=C(CCS(=O)(=O)c1ccc(F)cc1)Nc1nc(-c2ccccn2)cs1
  0.3	12.5	-25.1	8.9	4.3	-9.8	-8.6	3.7	24.1
COc1cc2c(C#CCCO)c(-c3ccsc3)oc(=O)c2cc1OC
  -12.5	6.8	6.8	-2.5	8.1	-1.3	-0.7	2.1	6.3
CNS(=O)(=O)c1cccc(C(=O)OCC(=O)c2ccc[nH]2)c1
  -0.6	4.8	3.2	-2.7	1.2	-4.4	3.7	3.8	-2.2
O=C(Nc1cc([N+](=O)[O-])ccc1Cl)C(Sc1ccccc1)c1ccccc1 (stereo unspecified)
  -9.8	-0.8	5.5	-9.5	0.4	-4.0	-14.2	-3.8	12.3
C=C1CCC[C@]2(C)C[C@H]3OC(=O)C(CNC(CC)CO)[C@H]3CC12 (stereo partly specified)
  -6.9	0.3	2.4	0.0	1.0	8.0	3.2	-4.0	-4.3
CCOC(=O)N1CCN(C(=O)C2CCC(=O)N(CCCN3CCCC3=O)C2)CC1 (stereo unspecified)
  -3.1	1.6	0.7	3.8	11.0	0.1	9.0	-0.9	-24.6
CCNS(=O)(=O)c1cc(OC)c(Cl)cc1OC
  -5.2	0.9	-0.1	-1.6	4.2	1.7	6.5	0.5	-3.8
COc1ccccc1N1CCN(S(=O)(=O)c2cc(C(F)(F)F)cc(C(F)(F)F)c2)CC1
  -2.7	0.0	0.1	6.7	4.7	-9.3	4.1	2.4	0.4
COc1ccc(OC)c(S(=O)(=O)N/N=C(/C)c2ccc3c(c2)OCO3)c1
  -2.5	1.1	-8.5	14.6	0.1	-4.2	11.0	-1.9	-12.2
COc1ccc(NC(=O)N2CCCC2C(=O)Nc2cccc(C)c2C)cc1 (stereo unspecified)
  -4.6	1.1	-5.4	9.3	3.1	12.6	1.0	-0.2	-8.4
CS(=O)(=O)N(CC(=O)NC1CCCC1)Cc1ccc(F)cc1
  -1.3	1.1	-3.4	4.6	5.4	6.0	0.3	0.5	-2.6
CCCCCOc1ccc2oc(=O)c3c(c2c1)CCCN3C(=O)CN1CCCC(C(=O)OCC)C1 (stereo unspecified)
  -3.7	-1.0	-0.3	-26.0	7.3	1.5	-19.0	-13.3	34.7*
Cc1cccc(NC(=O)CNc2cc(C)ccc2C)c1
  1.9	2.8	-3.9	2.1	0.1	0.3	12.2	2.2	-6.5
CCOC(=O)N1CCN(C(=O)c2noc(C(C)C)c2[N+](=O)[O-])CC1
  -0.5	0.9	1.3	-7.2	-1.6	2.5	-4.3	3.2	1.0
Fc1ccccc1-c1csc(=Nc2cccnc2)n1CCCn1ccnc1
  -11.1	2.9	-4.5	2.1	7.3	12.5	-26.9	-5.9	30.4*
CCC(C(=O)NC1CCCC1)N(C(=O)c1snc(C(N)=O)c1N)c1ccc(C)cc1C (stereo unspecified)
  -3.0	-1.4	14.2	-3.6	-1.5	7.5	1.9	4.6	-6.7
C=CCn1c(CCC)nc2ccccc21
  -5.9	0.4	13.8	0.1	-0.3	-4.5	12.1	-4.1	-16.0
CC(=O)NCCN1C(=O)S/C(=C\c2cccs2)C1=O
  -7.8	1.1	9.8	-2.1	2.7	8.8	1.6	-0.8	2.0
CCc1ccccc1NC(=O)CSc1nnc([C@@H](NC(=O)OC(C)(C)C)C(C)C)o1
  -5.2	0.3	-1.9	-1.9	8.9	4.2	4.4	-0.1	-3.8
CN1CCC(OC(=O)COc2ccccc2)CC1
  -3.1	0.8	19.5	-42.7	20.9	3.8	-18.1	-14.5	51.3*
CCOC(=O)CCNC(=O)c1ccc2nc(C3CCCCC3)oc2c1
  -3.7	1.3	-2.3	-3.7	-0.6	2.6	3.3	0.1	-8.3
COc1ccc(CSCC(=O)N/N=C/c2ccccc2O)cc1
  -1.8	2.6	-5.9	10.0	16.0	-9.3	13.9	4.4	-12.1
COC(=O)C1=C(C)NC2=C(C(=O)C(C(=O)OC)C(c3ccc(OC)cc3)C2)C1c1ccccn1 (stereo unspecified)
  -3.0	5.5	3.0	37.4*	8.7	-18.6	0.7	-1.9	-23.7
Nc1nnc(SCC(=O)Nc2ccc3nc(SCC(=O)Nc4ccccc4)sc3c2)s1
  -3.1	8.5	43.5*	-17.9	4.0	40.5*	-16.6	-3.5	30.3*
COc1cccc(C(NC(C)=O)c2nc(-c3ccncc3)cs2)c1 (stereo unspecified)
  -3.7	0.6	2.3	-4.3	0.2	-15.4	4.1	-2.0	-8.4
